# MITF TRPM1 HTS – MITF TRPM1 promoter activation in melanoma cells. SK-MEL-5 TRPM1-promoter luciferase, 24 h; % of positive control, neutral wells = 0. activation, % at 12.5 µM. hit rate 0.75% among 300,000. AID 588334;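 active = mean activation of at least 80% with every replicate also reaching 80%; inconclusive = mean reaches 80% but some replicate falls short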;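 note: 0% = neutral control wells and 100% = parthenolide positive control wells; values of inactives mirror those of a sister screen read the other way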
# CAL PDZ FP-1 – blocks peptide binding to the human CAL PDZ domain. Q9HD26. purified CAL PDZ, TMR-peptide fluorescence polarization, 1 h. inhibition, % at 24.9 µM. hit rate 0.92% among 300,000. AID 602252;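 active = mean inhibition of at least 30% with at least half of replicates also reaching 30%; inconclusive = no clear call, values can overlap the other calls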;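 note: 0% = DMSO neutral control and 100% = excess unlabeled competitor peptide PRC23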
# Rtt109 HAT inh – blocks Candida albicans Rtt109/Vps75 acetyltransferase activity. AID 540336. hit rate 0.16% among 330,000. purified Rtt109/Vps75, ThioGlo CoA-SH fluorescence, 4 h. inhibition, % at 34.9 µM. Q5AAJ8;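 active = inhibition of at least 50% in every replicate; inconclusive = best replicate reaches 50% inhibition but some replicates fall short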
# Tat transport – blocks Tat-dependent protein export in E. coli | E. coli MC4100 TorA-mCherry Tat export, fluorescence | inhibition, % at 10 µM | hit rate 0.036% among 340,000;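 active = mean replicate inhibition at least 50% and at least half of replicates individually reaching 50%; inconclusive = only one of the two criteria met; inactive = neither criterion met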;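 note: exported cargo escapes ClpAP degradation while cytoplasmic cargo is degraded and loses fluorescence; 0% = median of neutral control wells and 100% = median of NaSCN control wells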
# Wnt bcat act – activators of Wnt/beta-catenin signaling | Wnt/beta-catenin reporter cell assay, activator, plate reader | activation, % at 9.35 µM | hit rate 1.2% among 300,000; in the data active = activation above about 30%, passing the limit was not always enough; inconclusive = no clear call, values can overlap the other calls;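 note: 0% = neutral control wells and 100% = positive control wells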
# CAL PDZ FP-2 – inhibitors of human CAL PDZ peptide binding. purified CAL PDZ, TMR-peptide fluorescence polarization, 1 h. hit rate 0.02% among 330,000. AID 504414. inhibition, % at 20 µM;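 active = highest replicate inhibition of at least 40%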;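 note: plate controls were DMSO neutral control wells for no effect and unlabeled competitor peptide control wells for full effect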
#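 System: tagged CAL PDZ domain. Schedule: 1 h room-temperature incubation prior to read. Signal: fluorescence polarization (mP). Measure: percent inhibition from loss of millipolarization.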
# dFosB act – mouse delta FosB homodimer activation. activation, % at 25 µM. purified delta FosB, TAMRA-CDK5 oligo fluorescence polarization; percent of positive-control signal above neutral wells. P13346. AID 493131. hit rate 0.99% among 340,000;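 active = mean activation above about 17%, with every replicate also reaching it, limit read from the data, passing the limit was not always enough; inconclusive = only one of the two conditions met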;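 note: fluorescence polarization rise as delta FosB binds a TAMRA Cdk5 AP-1 oligo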
# Target sequence (P13346 whole entry, looked up): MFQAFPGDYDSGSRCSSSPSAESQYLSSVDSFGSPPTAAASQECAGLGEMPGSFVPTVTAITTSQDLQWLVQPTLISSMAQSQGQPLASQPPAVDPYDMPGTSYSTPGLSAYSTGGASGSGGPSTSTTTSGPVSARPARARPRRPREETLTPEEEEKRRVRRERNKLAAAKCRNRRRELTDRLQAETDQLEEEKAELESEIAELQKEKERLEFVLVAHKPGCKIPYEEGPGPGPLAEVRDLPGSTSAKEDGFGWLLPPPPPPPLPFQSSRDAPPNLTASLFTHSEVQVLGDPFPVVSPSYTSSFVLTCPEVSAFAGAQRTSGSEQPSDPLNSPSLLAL
# cardiac RTF act – cardiac RTF calcium sensitization. IANBD-labeled TnC RTF fluorescence at EC20 calcium; 0% EC20 calcium, 100% full calcium. activation, % at 7.2 µM. AID 493008. hit rate 0.24% among 340,000;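 active = activation above the mean over all tested compounds plus 3 SD, cut at about 30% in these data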;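 note: rise in fluorescence read as greater calcium sensitivity of cardiac thin filaments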
# V-ATPase pHluor – alters yeast V-ATPase proton transport; S. cerevisiae, pHLuorin cytosolic pH fluorescence; response, % at 10 µM; hit rate 0.37% among 350,000; AID 504577; in the data active = response mostly above about 7.3%, no sharp cut-off; inactive = mostly below about 5.4%; note: actives read high; inactives centre near 0; some compounds called inactive have numbers as strong as hits; reference of the scale not given here
# CDK5 inh – inhibitors of human CDK5/p35 kinase. Q00535+Q15078. Recombinant CDK5/p35, ADP-Glo luminescence, 60 min. inhibition, % at 10 µM. hit rate 0.01% among 330,000. AID 488839;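 active = highest replicate inhibition of at least 50% and at least 75% of replicates reaching 50%; inconclusive = only one of the two criteria met; inactive = both criteria failed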;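 note: plate controls were DMSO neutral control for no effect and GW8510 at 10 µM for full effect; many of its hits are not listed in these tables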
# Target sequence (Q00535 whole entry, looked up): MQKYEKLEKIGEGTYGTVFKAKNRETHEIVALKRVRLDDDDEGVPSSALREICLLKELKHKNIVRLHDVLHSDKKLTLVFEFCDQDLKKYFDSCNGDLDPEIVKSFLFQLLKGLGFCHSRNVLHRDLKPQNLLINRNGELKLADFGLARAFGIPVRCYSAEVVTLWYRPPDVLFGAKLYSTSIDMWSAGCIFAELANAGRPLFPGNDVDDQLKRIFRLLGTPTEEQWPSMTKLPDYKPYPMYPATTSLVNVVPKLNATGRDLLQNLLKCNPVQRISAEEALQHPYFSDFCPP
# Target sequence (Q15078 whole entry, looked up): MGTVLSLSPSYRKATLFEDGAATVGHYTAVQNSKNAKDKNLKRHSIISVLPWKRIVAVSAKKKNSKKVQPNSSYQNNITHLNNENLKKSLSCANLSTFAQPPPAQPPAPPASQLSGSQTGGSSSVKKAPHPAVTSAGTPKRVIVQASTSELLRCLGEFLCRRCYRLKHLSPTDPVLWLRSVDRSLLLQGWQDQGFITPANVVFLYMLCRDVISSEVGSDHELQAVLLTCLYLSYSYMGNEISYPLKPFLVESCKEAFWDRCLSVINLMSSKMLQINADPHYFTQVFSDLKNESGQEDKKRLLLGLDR
# Starred values were filed as active, the others as inactive; ? = inconclusive; . = not tested or not shown.
item	smiles	Wnt bcat act	cardiac RTF act	CDK5 inh	Rtt109 HAT inh	CAL PDZ FP-1	MITF TRPM1 HTS	V-ATPase pHluor	CAL PDZ FP-2	Tat transport	dFosB act
1	Cc1ccccc1-c1cccc([C@@H]2C[C@H]3CN(Cc4cccnc4)C(=O)[C@]34CCCN24)c1	-2	1	-0.2	1	.	0	0	-1.3	-3	-6
2	O=C(COc1cccc2ccccc12)Nc1nc2ccccc2[nH]1	-2	5	0.0	6	0	-5	-2	-2.2	-6	9
3	CN(C1CCCCC1)S(=O)(=O)c1ccccc1	.	-2	-0.6	2	-4	-3	0	.	3	5
4	Cc1ccc(-c2cc(-c3ccccc3)c3c(N)c(S(C)(=O)=O)sc3n2)cc1	-5	-2	0.6	-5	-8	17	-3	-0.8	-3	-9
5	COc1ccccc1NS(=O)(=O)c1ccc(Cl)c(NC(=O)c2sc3cc(Cl)ccc3c2Cl)c1	-1	-1	0.3	0	-1	9	-4	0.1	-2	6
6	O=C(O)CC/C(=C/c1cccc(NC(=O)c2ccccc2Cl)c1)c1nc2ccccc2s1	-1	-2	4.0	-2	-2	17	0	-0.4	-7	-13
7	COc1ccc(N2C(=O)C(CC(=O)O)S/C2=C\C(C)=O)cc1 (configuration not stated)	.	10	-0.2	-7	2	0	0	-0.4	-9	1
8	CCOC(=O)C1(N(CC)CC)Sc2cc(C)ccc2NC1=O (configuration not stated)	-17	-2	-0.3	-1	0	.	0	0.0	7	-8
9	Cc1[nH]c(C)c(S(=O)(=O)Nc2cccc(Cl)c2C)c1C(=O)N1CCCC1	0	-1	-0.3	-16	-7	2	2	-1.1	2	-13
10	CCOC(=O)c1c(-c2ccc(F)cc2)csc1NC(=O)c1c(-c2ccccc2)noc1C	.	7	-0.2	3	-3	-1	-1	-0.5	-4	-5
11	COc1ccc(CCNC(=O)CC(Cc2ccccc2)C(=O)O)cc1OC (configuration not stated)	0	-2	0.2	-2	0	-2	-7	-0.6	-8	3
12	CCCCN(C(=O)CSCC(=O)Nc1ccc(OC)cc1)c1c(N)n(Cc2ccccc2)c(=O)[nH]c1=O	-1	-7	-1.1	25	-2	-10	-3	-1.3	2	-7
13	N#C/C(=C\c1cccs1)C(=O)NCc1cccnc1	0	-4	0.2	14	-2	-9	-2	-1.8	-10	-1
14	CCn1c(=S)sc2c(=O)[nH]c(C)nc21	-8	7	-0.3	-7	-2	.	4	0.0	-3	-4
15	Cc1ncsc1CCOC(=O)c1ccc([N+](=O)[O-])cc1	.	1	-3.6	5	-2	11	45*	-2.0	-7	1
16	CCCCC12CN3CCN(CC(C3)/C1=N\NC(=O)c1ccccc1N)C2	35*	4	0.3	3	4	4	-5	0.4	-3	1
17	C[C@@H](NC(=O)c1nc[nH]c1C(=O)NCC(=O)OC(C)(C)C)c1ccccc1	1	-3	-0.2	-4	0	0	-2	0.1	-2	-5
18	Cc1ccc2cc(CN(C(=O)c3ccco3)c3ccccc3)c(=O)[nH]c2c1	.	8	3.0	3	-4	6	3	-0.8	5	-8
19	O=C(O)c1ccc(COc2ccc3c(c2)CCC3)cc1	33*	1	-1.0	1	-6	25	-2	-1.5	2	-3
20	Cn1cnc2cc(NS(=O)(=O)c3ccc(Br)cc3)ccc21	.	5	-1.5	2	.	7	-2	-0.4	11	1
21	COc1ccc(-c2nc(CS(=O)CC(=O)NC3CCCCC3C)c(C)o2)cc1 (configuration not stated)	-2	2	-1.7	-2	-1	-11	-3	-2.2	4	-9
22	CCOc1ccc(-c2cc(CCCC(=O)NCc3cccnc3)no2)cc1	?	4	0.5	-3	.	.	2	-0.8	0	-5
23	CC(C)CCNC(=O)C(=O)NC1CCCC1	-9	-1	1.6	2	-2	38	0	-2.1	-10	1
24	Cc1ccc(C(=O)C(C)N2C(=O)NC(C)(c3ccccc3)C2=O)cc1 (configuration not stated)	-1	0	-1.6	1	3	3	0	-13	11	6
25	COc1cc(NC(=O)CCc2nnc3ccc(N4CCN(C)CC4)nn23)cc(OC)c1	-3	-8	-0.5	0	-3	17	-2	-0.7	-3	-4
26	CCN(CC)S(=O)(=O)c1nnc(NC(=O)c2ccco2)s1	1	-6	-0.9	-3	0	5	-5	-0.3	-8	-5
27	Cc1ccc(OCCCCN2CCc3ccccc3C2)c(C)c1	-3	-5	1.5	5	6	.	-3	-0.2	-5	-3
28	O=C(Nc1ccccc1)c1nc[nH]c1C(=O)N1CCc2ccccc2C1	0	-2	-0.8	0	-4	-3	1	-1.5	0	-10
29	COc1ccc(-c2ccc(=O)n(CC(=O)Nc3ccc(C(=O)NC4CC4)cc3)n2)cc1OC	.	3	-0.4	5	-3	-1	.	-2.8	-10	-5
30	Cc1ccc(C(=O)COC(=O)c2ccncc2)cc1[N+](=O)[O-]	.	9	-0.5	-6	0	2	-4	-3.0	-3	-8
31	CCOc1ccccc1NC(=O)c1ccc(S(=O)(=O)N2CCOCC2)cc1	.	5	0.4	6	-2	-8	.	-1.6	1	0
32	COc1ccc(-n2c(C)cc(/C=C/c3nc(O)c([N+](=O)[O-])c(=O)[nH]3)c2C)cc1	-1	.	-0.8	1	2	6	-1	0.0	5	-12
33	O=C(CNS(=O)(=O)c1ccc(Cl)c(C(F)(F)F)c1)NC1CCCCCC1	3	2	1.5	-2	5	-2	3	0.3	0	-12
34	O=C(C1=C(O)C(=O)N(c2ncccn2)C1c1ccc(Cl)cc1)c1ccco1 (configuration not stated)	.	6	-1.1	-7	-3	-2	0	-0.8	-2	0
35	O=C(Nc1cccc(-c2nc3ncccc3o2)c1)c1sc2cc(Cl)ccc2c1Cl	0	-2	-0.5	-1	.	34	-1	-0.8	3	-1
36	C=CCOc1ccccc1CNCCc1ccc(S(N)(=O)=O)cc1	0	-3	0.7	.	4	-8	1	-1.0	-1	1
37	Cc1nc2ccc3nc(NC(=O)c4ccc(S(=O)(=O)N5CCOCC5)cc4)sc3c2s1	-2	-4	-1.6	-4	-2	2	-32	-0.3	-7	-9
38	Cc1ccc(OCC(=O)Nc2sc3c(c2C#N)CCC3)cc1	12	1	-1.9	26	-3	111*	0	-2.9	-4	2
39	CCC(=O)Oc1c(S(=O)(=O)c2ccc(C)cc2)c(C)nn1C(C)(C)C	-1	4	0.4	-3	-1	.	2	-1.9	8	-11
40	CCOC(=O)c1cnc2ccc(OC)cc2c1NCCN1CCOCC1	-1	-8	0.6	3	-3	12	-1	-2.8	-10	7
41	CCNC(=O)CSc1nc2cc(S(=O)(=O)Nc3ccc(OC)cc3)ccc2o1	2	-6	-0.3	-8	-5	-7	2	-1.9	-6	-4
42	Cc1ccc(Cn2c(C3CCCN3c3nc(-c4cc(Cl)c(N)c(Cl)c4)cs3)nc3cc(Cl)c(Cl)cc32)cc1 (configuration not stated)	-7	1	3.4	0	-2	-13	0	0.1	-5	2
43	O=S(=O)(NC1CCCCC1)c1ccc(Br)cc1	.	2	2.7	-1	.	0	9	-1.3	-1	-2
44	O=C(Nc1ccccc1N1CCOCC1)c1cccc(S(=O)(=O)N2CCOCC2)c1	1	-1	1.1	6	-3	11	3	-0.5	4	-11
45	CCOC(=O)N1CCN(C(=O)c2ccccc2CCc2ccccc2)CC1	.	5	0.5	5	0	-6	2	-1.9	1	-21
46	COC(=O)c1nc2ccccn2c1F	0	-1	-0.1	1	8	3	-2	-1.1	-5	2
47	N#Cc1cccc(NC(=O)CN2CCCCCC2)c1	-4	0	-1.2	-1	-7	-8	1	-3.3	-6	4
48	CCCCCCn1c(SCC(=O)c2ccccc2)nc2c1c(=O)[nH]c(=O)n2C	-2	4	-1.6	-3	-1	-1	0	0.3	-3	-2
49	CCC(CC)C(=O)Nc1ccc(Nc2ccccc2)cc1	-1	5	0.1	-4	1	1	0	-0.9	13	2
50	Cc1cccc(N2C(=O)SC(N(C)c3ccccc3)C2=O)c1 (configuration not stated)	.	1	0.1	-12	-2	-11	-4	-0.7	-2	-2
51	Cc1nnc(NC(=O)c2ccc3ccccc3n2)s1	13	5	-3.3	-7	.	49	3	0.1	5	-26
52	C/C(=N/NC(=O)c1cccs1)c1ccc(NC(=O)COc2ccc(Cl)cc2)cc1	.	7	0.5	8	-1	-18	-5	-0.1	6	32*
53	Cc1ccccc1-n1ncc(C(C)NC(=O)c2ccco2)c1C (configuration not stated)	-5	-5	-1.8	-4	-3	16	-3	0.4	-4	-1
54	Cc1nn(CC(=O)c2cccc(Cl)c2)c(C)c1[N+](=O)[O-]	-1	9	-0.9	3	-3	7	1	-0.9	-3	-3
55	COc1ccc(C(=O)N2CCN(c3ncccn3)CC2)cc1S(=O)(=O)N1CCOCC1	6	-1	-0.1	-8	.	5	-4	-0.6	-6	3
56	Cc1c(Nc2cc(=O)oc3ccccc23)c(=O)n(-c2ccccc2)n1C	-5	6	-0.8	14	-2	.	-4	0.1	-16	-5

# The list goes on.
item	smiles	Wnt bcat act	cardiac RTF act	CDK5 inh	Rtt109 HAT inh	CAL PDZ FP-1	MITF TRPM1 HTS	V-ATPase pHluor	CAL PDZ FP-2	Tat transport	dFosB act
57	Cc1ccc(NC(=O)c2ccccc2OCc2ccc([N+](=O)[O-])cc2)nc1	-4	5	1.3	9	1	-2	3	-1.9	0	0
58	Cc1ccc(Nc2cc(C)nc3nnnn23)cc1	.	-4	-0.3	-11	-3	-9	-2	-0.1	-10	-2
59	COc1ccc(Cl)cc1Nc1nc(C)cc(C)c1C(N)=O	.	-2	1.0	-5	-1	-14	-6	-0.2	1	-5
60	CCOC(=O)CCCCCC(=O)Nc1ccc2c(c1)CC(=O)N([C@@H](C)CO)C[C@@H](C)[C@@H](CN(C)C(=O)Nc1ccc(C(F)(F)F)cc1)O2	-2	3	0.8	-1	-4	-11	0	-0.2	2	-14
61	NC1CCN(c2c(F)cc3c(=O)c(C(=O)O)cn(C4CC4)c3c2Cl)C1 (configuration not stated)	-3	-1	-6.7	0	3	8	-1	-0.3	149*	-12
62	CC(NC(=O)CN1C(=O)NC2(CCCCC2C)C1=O)c1ccccc1 (configuration not stated)	0	0	0.7	-11	-18	0	2	-0.9	1	1
63	Cc1ccc(S(=O)(=O)c2cc3ccccc3nc2N)cc1	-1	-1	1.9	-10	40*	-1	-1	13	-6	-2
64	CCC(C)(C)NC(=O)CN(Cc1cccs1)C(=O)C(=O)Nc1ccc2c(c1)OCCO2	.	9	-1.5	.	-9	-3	-4	-3.6	11	-3
65	CCc1ccc(NC(=O)[C@H](C)NC(=O)C2CCN(C(=O)[C@@H](NC(=O)OC(C)(C)C)C(C)C)CC2)cc1	3	0	0.0	4	1	9	4	-1.3	30	-13
66	O=S(=O)(Nc1cccc(S(=O)(=O)N2CCOCC2)c1)c1ccc2c(c1)OCCO2	-1	2	0.9	-2	6	-7	-2	-0.6	-5	8
67	O=c1c2sccc2n(Cc2cc(=O)n3ccccc3n2)c(=O)n1-c1ccccc1	0	-2	.	4	-4	0	-1	-0.1	8	1
68	Cc1ccc(C)c(NC(=O)NNS(=O)(=O)c2ccc(C)c(C)c2)c1	-2	0	1.2	-3	-1	-11	-2	-1.5	11	-5
